RNase H inhibition: RNase H inhibition, HIV 1 Gag Pol polyprotein, FRET biochemical assay, screening (AID 372). HIV-1 RT RNase H, FRET RNA/DNA substrate fluorescence; higher % means a stronger effect. inhibition, % at 10 µM; hits with a dose series show IC50 in µM. 100,000 compounds, 0.77% hits; in the data active = inhibition above about 50%
An asterisk follows results filed as active. A portion of the library; the hit share may differ from the screen's.

SMILES	RNase H inhibition
CC(=O)c1c(C)oc2c3c(c(O)cc12)C(=O)c1ccccc1C3=O	4.0%
COc1ccc([N+](=O)[O-])cc1NC(C)C	11.0%
C=CCn1c(SCC(=O)NCc2cccnc2)nc2sc3c(c2c1=O)CCCC3	4.0%
C/C(=C\C(=O)ONC(=O)c1ccccc1)Nc1ccc(Cl)cc1	9.0%
O=C(Nc1ccc(N2CCOCC2)cc1)c1cccc(Cl)c1Cl	9.0%
COC(=O)COc1ccc(/C=N/NC(=O)CN(c2cc(Cl)ccc2OC)S(=O)(=O)c2ccc(C)cc2)cc1	17.0%
CC(N=Cc1c(C(F)(F)F)[nH]n(-c2nc3ccccc3s2)c1=O)C12CC3CC(CC(C3)C1)C2 (stereo not given)	14.0%

Given field by field: part of the list above
> COC(=O)COc1ccc(/C=N/NC(=O)CN(c2cc(Cl)ccc2OC)S(=O)(=O)c2ccc(C)cc2)cc1
  RNase H inhibition = 17.0%
> CC(=O)c1c(C)oc2c3c(c(O)cc12)C(=O)c1ccccc1C3=O
  RNase H inhibition = 4.0%
> CC(N=Cc1c(C(F)(F)F)[nH]n(-c2nc3ccccc3s2)c1=O)C12CC3CC(CC(C3)C1)C2 (stereo not given)
  RNase H inhibition = 14.0%
